Bioassay records deposited in PubChem BioAssay by NCI.
Growth percent in the NCI-60 one-dose screen (48 h, 10 µM unless noted): 100 = growth as untreated, 0 = no growth, -100 = all killed.
HOP-92: HOP-92 NSCLC cells; 6.3% of 71,000 active
A549/ATCC: A549/ATCC NSCLC; 3.7% of 81,000 active; AID 1794740
RPMI-8226: RPMI-8226 leukemia cells; 7.5% of 77,000 active
HOP-62: HOP-62 NSCLC. 3.9% of 80,000 active
MDA-MB-435: MDA-MB-435 melanoma; 7.8% of 82,000 active
EKVX: EKVX NSCLC | 3% of 71,000 active
CCRF-CEM: CCRF-CEM leukemia; 7% of 77,000 active
M14: M14 melanoma | 6.2% of 80,000 active | AID 1794745
* hit, by the source's call; . = no result given; & = joins results of further samples. The calls were made as follows: active = growth percent below 10; inactive = the rest.

No.	molecule	HOP-92	A549/ATCC	RPMI-8226	HOP-62	MDA-MB-435	EKVX	CCRF-CEM	M14
1	CS(=O)(=O)N1CCN(c2nc(-c3ccccc3)nc3nc(-c4ccccc4)oc23)CC1	115	104	108	107	112	111	106	115
2	Cc1onc(-c2c(F)cccc2Cl)c1-c1ncc(-c2ccc(Br)cc2)o1	61	42	23	59	41	46	39	54
3	FC(F)(F)c1ccc(-c2nc(-c3nc4cc(Cl)c(Cl)cc4[nH]3)c3ccccn23)cc1	38	62	71	64	73	.	82	80
4	CN(Cc1ccc(C(F)(F)F)cc1)CC(O)C(=O)Nc1ccc(Cl)cc1 (stereo not drawn)	-0.4*	20	-34*	-38*	-4.6*	13	-27*	-50*
5	Nc1cn(-c2ccc(F)cc2)nc1NC(=O)N1Cc2nccnc2C1	94	100	89	91	102	76	92	101
6	Cc1cc(=O)n2nc(-c3c[nH]c4ccccc34)sc2n1	98	96	128	101	103	95	115	107
7	CCCC(=O)Oc1cccc(CC)c1	105	100	106	99	105	99	111	101
8	C/C(=N\OC(=O)Nc1cccc(Cl)c1)c1ccccc1	132	89	96	96	93	.	89	108
9	COc1cc(NCC(=O)Nc2cc(Nc3cccc(F)c3)ncn2)c(Cl)c(OC)c1Cl	112	98	111	95	110	95	100	97
10	OCC(F)(F)C(F)(F)C(F)(F)CO	.	99	102	110	100	.	.	101
11	O=S(=O)(Nc1cccnc1Oc1ccccc1)c1ccc(Cl)cc1Cl	94	105	116	107	108	108	107	108
12	O=[N+]([O-])c1cccc(C2OCC3(CO2)COC(c2cccc([N+](=O)[O-])c2)OC3)c1 (stereo not drawn)	44	100	56	118	112	113	50	114
13	COc1cc(C2=NN(C(C)=O)C(c3ccc(Oc4ccc(Cl)cc4)cc3)C2)cc(OC)c1OC (stereo not drawn)	89	102	113	90	98	96	101	93
14	CCCCCCCCCCCCCCCCNC(=O)Nc1ccc(Cc2ccc(NC(=O)NCCCCCCCCCCCCCCCC)cc2)cc1	.	101	103	99	101	.	.	106
15	Clc1ccc2c(NCCCCNc3nc(N4CCCCC4)nc4ccccc34)ccnc2c1	-35*	16	-46*	-11*	-82*	39	-23*	-85*

Compound profiles, from the list above. Order of values: HOP-92, A549/ATCC, RPMI-8226, HOP-62, MDA-MB-435, EKVX, CCRF-CEM, M14
OCC(F)(F)C(F)(F)C(F)(F)CO as listed: ., 99, 102, 110, 100, ., ., 101
CS(=O)(=O)N1CCN(c2nc(-c3ccccc3)nc3nc(-c4ccccc4)oc23)CC1 as listed: 115, 104, 108, 107, 112, 111, 106, 115
Cc1onc(-c2c(F)cccc2Cl)c1-c1ncc(-c2ccc(Br)cc2)o1 as listed: 61, 42, 23, 59, 41, 46, 39, 54

Copied from the list.
no. 8 in MDA-MB-435 reads 93
no. 4 in MDA-MB-435 reads -4.6*

Remaining list, next part
No.	molecule	HOP-92	A549/ATCC	RPMI-8226	HOP-62	MDA-MB-435	EKVX	CCRF-CEM	M14
16	COc1cccc(-c2nn(-c3ccccc3)cc2-c2ccnc(NCCNS(=O)(=O)c3ccc(F)cc3)c2)c1	38	48	32	80	15	59	25	52
17	COc1ccccc1NCc1cccn1Cc1ccc(Cl)cc1	72	88	83	103	97	99	76	.
18	CCCn1c(=O)[nH]c(N)c(C(c2ccc(F)cc2)c2c(N)[nH]c(=O)n(CCC)c2=O)c1=O	65	89	86	92	93	99	82	100
19	COc1c2c(cc3c1C(CCc1ccccc1)N(C)CC3)OCO2 (stereo not drawn)	1.4*	21	-15*	37	5.7*	16	14	-26*
20	CC(=O)Nc1nc2c(s1)C1=CC[C@H]3[C@@H]4CC[C@H]([C@H](C)CCCC(C)C)[C@@]4(C)CC[C@@H]3[C@@]1(C)CC2	.	103	109	104	103	107	102	102
21	Nc1nc2c(s1)CCc1cn(S(=O)(=O)c3ccccc3)cc1-2	63	101&79	91&99	112&92	107&91	96	79&80	101&90
22	O=C(OCC(=O)c1cc2ccccc2o1)c1ccc(NS(=O)(=O)c2cccs2)cc1	83	108	75	86	104	98	63	104
23	O=C(Nc1cccnc1Nc1ccc(F)cc1)c1cn(Cc2ccc(F)cc2)nn1	119	101	86	122	97	90	96	112
24	COc1cc2nnn(-c3ccncc3)c2cc1OC	69	100	103	101	103	.	.	99
25	CCOC(=O)c1ccc(NC(=O)Nc2ncc(Cl)cc2Cl)cc1	.	41	95	104	91	111	82	95
26	Brc1ccc(C2=Nn3c(Cc4ccccc4)nnc3SC2)cc1	.	79	82	97	103	91	95	101
27	CCC(=O)C(CC)c1ccc(C)cc1 (stereo not drawn)	92	100	109	124	103	113	95	103
28	CCN(CC)Cc1cc(O)c(CN(CC)CC)cc1O	.	97	100	108	106	100	98	100
29	COc1ccc2c(c1)CC/C(=C\c1cccc(OCC(=O)Nc3nc4ccccc4s3)c1)C2=O	.	.	.	86	137	95	.	103
30	CCCC1(CC(=O)O)OCCc2c1[nH]c1ccccc21 (stereo not drawn)	.	99	100	107	106	120	94	112
31	CCOC(=O)NCCCNC(=O)OCC	.	.	107	98	103	.	.	119
32	CC(C)(C)c1ccc(S(=O)(=O)Oc2ccc3c4c(c(=O)oc3c2)CCCCC4)cc1	3.9*	59	40	85	12	.	59	39
33	O=C(/C=C/c1cc2ccccc2[nH]c1=O)c1ccc(Cl)cc1	.	42	.	44	8.4*	64	.	45
34	O=Cc1c(Cl)cccc1Cl	87	104	104	101	105	99	97	102
35	O=C(CN1C(=O)/C(=C\c2ccccc2)SC1=S)Nc1ncc(Cc2ccc(Cl)cc2)s1	90	100	102	110	104	93	109	105
36	O=C1OC(Oc2ccccc2)(c2ccccc2)c2ccccc21 (stereo not drawn)	88	95	.	106	102	133	103	111
37	CCCCCCCCCCCCCCCCCCCCBr	106	96	108	109	116	124	103	105
38	CCOCC(=O)NC(Cc1ccccc1)C(=O)O (stereo not drawn)	81	104	96	94	103	.	96	98
39	Cc1ccc2c(c1)/C(=N/c1nc(-c3ccc(Br)cc3)cs1)C(=O)N2	.	80	86	81	100	90	101	92
40	COc1ccc(-c2nnc(-c3cc(Cl)cc(Cl)c3Cl)o2)cc1	.	100	165	90	102	81	322	96
41	Nc1ncnc2c1ccn2-c1cccc(NC(=O)Nc2cc(C(F)(F)F)cc(C(F)(F)F)c2)c1	81	101	95	100	107	105	84	104
42	Cc1ccc(C)c2c1sc1nn(CN3CCCC3)c(=O)c(=O)n12	67	87	87	95	79	.	85	96
43	Cc1cc(Cl)ccc1NC(=O)c1cc2ccccc2cc1O	-12*	21	6.8*	34	30	44	8.1*	30
44	CCSc1nc(NC)c2cc(F)c(F)c(F)c2n1	85	59	85	94	96	95	64	103
45	COc1ccccc1NC(=O)CCl	109	107	115	114	114	111	103	107
46	COc1ccc(-c2nc(SCc3nc4ccccc4[nH]3)nc(NC3CC3)c2C#N)cc1	51	85	71	92	115	89	79	122
47	Cc1nn(-c2ccccc2)c2c1C1C(=C(c3ccc(Cl)cc3)N2)C(=O)Nc2ccccc21 (stereo not drawn)	.	34	50	86	73	.	39	69
48	COc1cc(Cn2c(C(F)(F)F)cc3c(Cl)ncnc32)ccn1	49	93	6.2*	32	-0.5*	73	-14*	-26*
49	C#CCNC(=O)[C@H](Cc1ccccc1)NC(=O)[C@]12CC[C@@H](C(=C)C)[C@@H]1[C@H]1CC[C@@H]3[C@@]4(C)Cc5c([nH]c6ccccc56)C(C)(C)[C@@H]4CC[C@@]3(C)[C@]1(C)CC2	70	85	83	95	105	94	92	96
50	N#Cc1c(-c2ccc(F)cc2)nc(SCc2nnc(-c3ccc(Cl)cc3)o2)[nH]c1=O	93	95	99	92	111	100	98	106
51	COc1ccc(-c2nc(-c3nc4ccc(C)cc4[nH]3)cc3c2[nH]c2ccccc23)cc1	33	28	16	55	46	.	29	31
52	O=c1[nH]nc(-c2ccc(Br)cc2)c2sc(NC(=S)Nc3ccc(Oc4ccccc4)cc3)nc12	91	83	94	93	105	101	85	97
53	Clc1nc2ccccc2cc1Cn1nnnc1Cc1ccccc1	.	73	.	.	96	77	.	95
54	C=C[C@@H]1C[C@H](O)Cc2ccccc2N1	137	95	90	99	107	107	-31*	108
55	Cc1ccc2c(C3C4=C(CCCC4=O)OC3c3cc(=O)oc4ccc(C)cc34)cc(=O)oc2c1 (stereo not drawn)	94	100	104	90	105	102	98	95
56	Fc1ccccc1Nc1ncnc2onc(-c3ccccc3)c12	66	89	85	89	111	101	93	101
57	O=[N+]([O-])c1ccc(N/N=C(\c2ccccc2)c2ccc(O)cc2O)c([N+](=O)[O-])c1	.	96	94	117	98	95	98	97
58	COc1cc(N/C=C2/CC(C(=O)NCc3ccc(Cl)cc3Cl)NC2=O)cc(OC)c1OC (stereo not drawn)	108	90	112	95	104	102	105	98
59	COc1cc(C(F)(F)F)ccc1-c1cc(-c2ccc(F)cc2)n[nH]1	96	65	67	98	96	.	90	93
60	Cc1c(C(=O)N=Nc2c(O)n(Cc3ccccc3)c3ccccc23)oc2ccccc12	87	91	94	79	100	70	101	94
61	Brc1ccccc1/C=N/Nc1ncnc2sc3c(c12)CCNC3	109	111	.	113	102	108	.	110
62	CC(C)(C)OC(=O)N1C(=O)c2c(c3c4cccnc4[nH]c3c3ccc4ccccc4c23)C1=O	119	103	73	125	88	99	90	95
63	COc1cc(C(=O)O)nc(SC)n1	104	101	102	102	93	102	101	91
64	Nc1nc2c(c(=O)[nH]1)C(c1ccc3c(c1)OCO3)C=C(C(=O)O)N2 (stereo not drawn)	117	99	129	115	98	.	126	112
65	CNc1ccc(Cc2c[nH]c3ccccc23)cc1	.	95	50	115	100	106	32	106
66	O=C(CCC(C(=O)O)N1C(=O)c2ccccc2C1=O)Nc1ccccc1 (stereo not drawn)	111	102	106	96	103	105	100	114
67	CC(=O)Nc1ccccc1Cl	104	106	108	84	76	11	.	89
68	COc1ccc(NC2=C(Br)C(=O)C(C)=C(C)C2=O)cc1	-74*	100	.	84	.	84	-14*	97
69	Clc1ccc(/C=C/c2nc3ccccc3nc2N2CCN(c3ccccc3)CC2)cc1	104	109	100	106	102	102	104	107
70	CCCCOC(=O)OCc1cc(=O)c(O)co1	107	102	106	109	102	100	109	106
71	CC(C)C(/C=C/c1ccccc1)=N\NS(=O)(=O)c1ccccc1	89	94	94	103	93	.	.	95
72	O=C(NCCN1CCOCC1)Nc1ccc(-c2cc3c(Nc4ccc(Oc5cccc(C(F)(F)F)c5)c(Cl)c4)ncnc3s2)cc1	16	4.0*	-15*	-26*	1.1*	21	3.3*	-50*
73	N#Cc1c(C(F)(F)F)cc(Nc2ccc3nc(NCCN4CCCC4)oc3c2)n2c1nc1ccccc12	51	57	45	75	91	74	11	84
74	CCC1C2C(=O)N3CCC4(C(=C2C(=O)OC)Nc2ccccc24)C13 (stereo not drawn)	96	103	94	82	103	95	86	91
75	COc1ccc(N2N=C(c3ccc4c(c3)OCO4)CC2c2cccc(NC(=O)CCCNS(=O)(=O)c3ccc(F)cc3)c2)cc1 (stereo not drawn)	90	49	39	82	63	52	53	49

Looked up by compound from the entries so far, three records:
No.	molecule	HOP-92	A549/ATCC	RPMI-8226	HOP-62	MDA-MB-435	EKVX	CCRF-CEM	M14
71	CC(C)C(/C=C/c1ccccc1)=N\NS(=O)(=O)c1ccccc1	89	94	94	103	93	.	.	95
69	Clc1ccc(/C=C/c2nc3ccccc3nc2N2CCN(c3ccccc3)CC2)cc1	104	109	100	106	102	102	104	107
72	O=C(NCCN1CCOCC1)Nc1ccc(-c2cc3c(Nc4ccc(Oc5cccc(C(F)(F)F)c5)c(Cl)c4)ncnc3s2)cc1	16	4.0*	-15*	-26*	1.1*	21	3.3*	-50*

Continued:
No.	molecule	HOP-92	A549/ATCC	RPMI-8226	HOP-62	MDA-MB-435	EKVX	CCRF-CEM	M14
76	CC(C)OC(=O)c1c2cc(F)c(F)cc2nn1Cc1ccccc1	72	68	82	88	87	87	78	89
77	Nc1nc(SCc2ccc([N+](=O)[O-])cc2)c2ncn(C3OC(CO)C(O)C3O)c2n1 (stereo not drawn)	95	92	97	88	105	102	92	104
78	CC1(C)CC(=O)C2=C(C1)OC(C(=O)c1ccc(N=[N+]=[N-])cc1)C2c1cccc(Oc2ccccc2)c1 (stereo not drawn)	108	103	111	110	108	106	105	105
79	O=C(Nc1ccccc1)c1cccc([N+](=O)[O-])c1	93	104	94	100	98	90	94	98
80	CCCCCCCCCCCCCCCCSC(=NCC)NCC	-21*	-20*	-43*	26	-90*	.	-49*	-50*
81	Cc1c(C(=O)C(SC(=S)N(C)C)SC(=S)N(C)C)nnn1-c1ccc(Cl)cc1	104	101	94	102	98	105	75	94
82	CCOC(=O)C1C(C)=CC(=O)CC1CC (stereo not drawn)	.	96	84	98	108	101	86	103
83	Cc1ccc(C)c2c1[nH]c1ccccc12	94	99	99	104	.	82	105	113
84	O=C(O)CCCN1C(=O)/C(=C/c2cnc(-c3ccc(Cl)cc3)s2)SC1=S	57	64	70	54	77	79	.	22
85	Cc1cc(C)n2[nH]c(=O)cc2n1	.	96	98	103	107	95	98	105
86	O=C(CCSCCC(=O)N/N=C/c1ccc(F)cc1)N/N=C\c1ccc(F)cc1	76	.	98	100	108	108	90	103
87	CCN(CC)C(=S)Sc1cccc2c1C(=O)c1ccccc1C2=O	100	90	78	106	100	114	66	94
88	Cc1ccc(S(=O)(=O)Nc2ccccc2C)cc1	125	98	98	104	100	100	95	101
89	COc1ccc(OC)c(-c2cc(-c3ccc(Cl)cc3)c3c(N)c(C(=O)c4ccccc4)sc3n2)c1	77	98	96	99	105	90	105	93
90	C=C(C)[C@@H]1CC[C@]2(C(=O)NCCCCCCC(CCCN)CCCN)CC[C@]3(C)[C@H](CC[C@@H]4[C@@]5(C)CCC(=O)C(C)(C)[C@@H]5CC[C@]43C)[C@@H]12	102	111	102	108	106	104	108	109
91	CCCCCC(=O)N1CCOCC1	96	94	95	96	105	102	99	100
92	COc1ccc(-c2cc(-c3cccnc3)nc3sc4c(=O)n(-c5ccc(C)cc5)nnc4c23)cc1OC	74	102	100	96	99	103	104	104

Hits appear at their usual frequency; overall some 13% were active at least once.
